Bioassay records from PubChem BioAssay.
OX1R antag-1: OX1R (human) antagonism | OX1R-expressing cells, FRET antagonist read-out | inhibition, % at 6.6 µM | actives 1.8% (n = 330,000) | AID 485270; in the data active means inhibition mostly above about 38%, no sharp cut-off; inactive means mostly below about 40%;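 further: 0% = agonist challenge alone and 100% = reference antagonist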
Target sequence (O43613 whole entry, looked up): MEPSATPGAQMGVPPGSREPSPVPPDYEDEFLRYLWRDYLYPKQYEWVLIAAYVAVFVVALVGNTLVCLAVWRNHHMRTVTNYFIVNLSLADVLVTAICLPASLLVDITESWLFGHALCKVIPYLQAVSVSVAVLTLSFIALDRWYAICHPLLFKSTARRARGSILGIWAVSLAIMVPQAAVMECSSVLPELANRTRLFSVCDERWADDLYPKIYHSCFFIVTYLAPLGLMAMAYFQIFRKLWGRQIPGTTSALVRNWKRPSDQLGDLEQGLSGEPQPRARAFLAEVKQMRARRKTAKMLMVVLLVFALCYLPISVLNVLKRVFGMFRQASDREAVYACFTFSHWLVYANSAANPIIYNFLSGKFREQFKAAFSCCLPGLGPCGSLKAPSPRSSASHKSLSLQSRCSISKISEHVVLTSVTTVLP
OX1R antag-2: human HCRTR1 antagonism. inhibition, % at 5 µM. AID 434989. CHO/OX1R cells, Fluo-8 calcium fluorescence, orexin A. actives 0.43% (n = 330,000);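 active means inhibition above its plate's threshold, mean inhibition of all tested compounds on the plate plus 3 SD, cut at about 37% in these data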;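 further: 0% = orexin A challenge wells and 100% = SB-334867-A antagonist wells; not every result past the cut was called active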
CHT PAM: allosteric activators of human choline transporter CHT | Q9GZV3 | CHT-expressing cells, membrane potential dye, choline EC20; active compounds read high; LV-AA mutant CHT in HEK293 cells | B-score at 10 µM | actives 0.49% (n = 310,000) | AID 488977;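 active means initial fluorescence not abnormally high and integrated response B-score, plate-corrected, over 3 SD above library mean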
Target sequence (Q9GZV3 whole entry, looked up): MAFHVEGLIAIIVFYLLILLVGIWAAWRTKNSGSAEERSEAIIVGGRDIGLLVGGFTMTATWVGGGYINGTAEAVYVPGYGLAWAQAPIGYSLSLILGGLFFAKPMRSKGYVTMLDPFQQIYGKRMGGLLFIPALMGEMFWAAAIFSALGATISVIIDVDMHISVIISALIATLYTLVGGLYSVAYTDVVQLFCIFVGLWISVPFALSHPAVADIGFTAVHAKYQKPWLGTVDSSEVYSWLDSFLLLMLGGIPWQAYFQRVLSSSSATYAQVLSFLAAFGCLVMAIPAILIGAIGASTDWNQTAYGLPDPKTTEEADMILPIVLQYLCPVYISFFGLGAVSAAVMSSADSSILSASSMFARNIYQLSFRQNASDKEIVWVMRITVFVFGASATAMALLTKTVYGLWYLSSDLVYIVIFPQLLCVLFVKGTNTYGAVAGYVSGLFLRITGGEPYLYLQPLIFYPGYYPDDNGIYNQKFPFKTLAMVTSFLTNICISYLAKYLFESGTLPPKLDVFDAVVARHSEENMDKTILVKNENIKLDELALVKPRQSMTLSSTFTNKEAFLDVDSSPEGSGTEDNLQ
Numbers without * were called inactive; i = inactive; nt = not tested or not shown.

SMILES	OX1R antag-1	OX1R antag-2	CHT PAM
O=C(O)c1cc(NS(=O)(=O)c2ccc3ccccc3c2)ccc1O	1	8	i
COc1ccc(-c2ccnc3nc(-n4cccc4)nn23)cc1	12	-33	i
CCCN(CC(=O)Nc1ccccc1OC)C(=O)c1ccc(S(=O)(=O)NCc2ccco2)cc1	11	-16	nt
COc1ccc(-c2cn3cc(Br)cnc3n2)cc1	26	-25	i
O=C(NN1C(=O)c2cc(Br)ccc2NC1c1ccccc1Cl)c1ccncc1 (centres undefined)	1	-12	i
CC(C)CN(C)C(=O)CC1C(=O)NCCN1C (centres undefined)	5	-8	i
CC1CN(C(=O)CCC(=O)N2CCOCC2)c2ccccc2O1 (centres undefined)	0	-2	i
S=C(NCCN1CCOCC1)NC1CCCCC1	0	-1	i
COc1cccc(-c2nn(-c3ccccc3)cc2C(=O)O)c1	22	-20	i
CCN(C#N)c1nc(NC(C)C)nc(NC(C)(C)C)n1	24	-40	i
CCc1ccc(C(=O)NNC(=O)C2CCN(c3ncnc4sc(C)c(C)c34)CC2)cc1	26	-38	i
CCCCCSc1ncccc1C(=O)O	19	0	i

Full records, quoted from the list. Values in the order: OX1R antag-1 | OX1R antag-2 | CHT PAM
Profile of `CC1CN(C(=O)CCC(=O)N2CCOCC2)c2ccccc2O1` (centres undefined) → 0 | -2 | i
Profile of `S=C(NCCN1CCOCC1)NC1CCCCC1` → 0 | -1 | i
Profile of `COc1ccc(-c2cn3cc(Br)cnc3n2)cc1` → 26 | -25 | i
Profile of `CCc1ccc(C(=O)NNC(=O)C2CCN(c3ncnc4sc(C)c(C)c34)CC2)cc1` → 26 | -38 | i
Profile of `COc1cccc(-c2nn(-c3ccccc3)cc2C(=O)O)c1` → 22 | -20 | i

Further entries follow:
SMILES	OX1R antag-1	OX1R antag-2	CHT PAM
COc1cccc(CCc2nnc(CCC(=O)N3CCN(Cc4ccccn4)CC3)o2)c1	10	-13	i
Nc1nc2ccccc2n1/N=C/c1cccnc1	40	-12	i
CSCCC(NC(=O)COc1ccccc1)C(=O)N1CCCC(C)C1 (centres undefined)	24	-24	i
COC(=O)CSc1ccc(-c2nc3ccc(C)cc3[nH]2)cn1	13	-17	i
Cc1ccnc(NC(=O)CCC(=O)N(CC(=O)NCCc2ccccc2)c2ccccc2F)c1	11	-24	i
Cc1ccccc1NC(=O)C(C)OC(=O)C1CC(=O)N(Cc2ccco2)C1 (centres undefined)	2	-11	nt
COc1ccc(C(=O)Oc2ccc3c(c2)OCO3)cc1OC	7	-21	i
CCc1cccc(C)c1NC(=S)NCc1ccc2[nH]c(C)cc2c1	10	-4	i
CC(Oc1cc2oc(=O)c3c(c2cc1Cl)CCC3)C(=O)NCC1CCC(C(=O)O)CC1 (centres undefined)	1	-12	i
CCCCN(C(=O)C(CCSC)N1C(=O)c2ccccc2C1=O)c1c(N)n(CCC)c(=O)[nH]c1=O (centres undefined)	10	-9	nt
COc1cccc(N2CCN(C(=O)c3ccc(CS(=O)c4ccc(C)cc4)o3)CC2)c1 (centres undefined)	30	-17	8.1*
Cc1csc(CNc2ncnc3ccc(-c4ccccc4Cl)cc23)c1	25	2	nt
CC1(c2ccc(OC(F)F)cc2)NC(=O)N(CC(=O)Nc2cccnc2Cl)C1=O (centres undefined)	10	6	i
COc1cc(OC)cc(-c2cc(N3C(=O)Nc4ccccc4N3O)n[nH]2)c1	8	1	i
COc1ccc(N(CCC(=O)O)S(=O)(=O)c2ccc(C)cc2C)cc1	8	-11	i
CCC(CC)C(=O)c1c[nH]c(C(=O)NCCOC)c1	4	12	i
COc1ccc2nc(NC(=O)c3ccccc3C(=O)O)sc2c1	-1	-13	i
Cc1nc2ccc(NC(=O)c3ccc(Cl)nc3)cc2s1	22	-23	i
O=C1c2ccccc2NC(c2cccc(O)c2)N1c1ccccc1 (centres undefined)	1	-7	i
CC(=O)Nc1cccc(NC(=O)CCNC(=O)c2ccc(Cl)cc2)c1	-3	-10	i
COc1ccc(/C=C(\C#N)C(=O)ONC2=NCCCCC2)cc1	24	-18	i
S=C1NC2=C(C(c3ccc(Br)cc3)N1)N1CCC2CC1 (centres undefined)	15	6	i
COc1ccccc1/C=C/C(C)=O	10	-14	i
O=C(CCSc1ccccc1)NC(=O)COC(=O)C1CCCCC1	9	-9	i
CCN(CC)S(=O)(=O)c1ccc(NC(=O)Cn2cnc3ccccc3c2=O)cc1	10	-9	i
COCCn1c(N)c(N(Cc2ccccc2)C(=O)COc2ccc(F)cc2Cl)c(=O)[nH]c1=O	9	-21	i
CCOC(=O)c1cnc2c(cnn2C)c1NCCC#N	8	-13	i
COc1ccc(NC(=O)CCN2CCN(C/C=C/c3ccccc3)CC2)cc1	4	-26	i
COCCn1c(C)cc(C(=O)CSc2nncn2-c2ccccc2)c1C	5	-5	i
Cc1cc(C(=O)Nc2c(C)n(C)n(-c3ccccc3)c2=O)c(C)o1	7	-15	i
COc1cccc(C(C(=O)NC2CCCCC2)N(Cc2ccco2)C(=O)c2ccccn2)c1 (centres undefined)	20	-38	i
Cc1cc2oc(=O)cc(CN3CCOCC3)c2cc1C(C)C	8	-24	i
CSc1nnc(-c2ccc(Br)s2)n1C	4	-6	i
CCc1nnc(NC(=O)c2cc(-c3ccccc3)nn2-c2ccccc2)s1	18	-11	i
CN(C(=O)COc1coc(CN2CCN(c3ccccc3)CC2)cc1=O)c1ccccc1	17	-20	i
CN(CC(=O)Nc1cccc(F)c1)C(=O)c1ccccc1CCc1ccccc1	30	-26	i

Reprinted from the part before: 4 compounds, then new ones.
SMILES	OX1R antag-1	OX1R antag-2	CHT PAM
CSc1nnc(-c2ccc(Br)s2)n1C	4	-6	i
CCc1nnc(NC(=O)c2cc(-c3ccccc3)nn2-c2ccccc2)s1	18	-11	i
CN(C(=O)COc1coc(CN2CCN(c3ccccc3)CC2)cc1=O)c1ccccc1	17	-20	i
CN(CC(=O)Nc1cccc(F)c1)C(=O)c1ccccc1CCc1ccccc1	30	-26	i
O=[N+]([O-])c1ccc(C2=NN(CCO)C(=Nc3ccc(OC(F)(F)F)cc3)SC2)cc1	24	-2	i
CNC(=S)NNC(=O)CNc1ccc(C)c(Cl)c1	21	-5	i
CCCN(C(=O)/C=C/c1ccco1)c1c(N)n(Cc2ccccc2)c(=O)[nH]c1=O	9	-18	i
COCCN(CCOC)C(=S)Nc1ccccc1Cl	10	-13	i
CCCCN1C(=O)C(=O)N(CC(=O)Nc2cc(OCC)c(N3CCOCC3)cc2OCC)C1=O	-4	-14	i
O=C(NCCn1cccn1)c1ccc(OC2CCN(C(=O)C3CC3)CC2)cc1	6	-3	i
CCOC(=O)c1ccc(NC(=S)NCCc2ccccc2)cc1	32	39	i
CC(CNC(=O)CCn1ccc2cc(S(=O)(=O)N3CCCC3)ccc21)c1ccccc1 (centres undefined)	19	-32	i
O=[N+]([O-])c1ccccc1/C=N/OCc1ccccc1	11	-11	i
Cc1ccc(-n2c(O)c(C=Nc3ccc4c(c3)OCO4)c3ccccc3c2=O)cc1C	10	-19	i
Cc1ccc(C)n1-c1ccc(C(=O)NN)s1	11	-3	i
CC(=O)Nc1ccc(S(=O)(=O)NNC(=O)COc2ccc(Cl)cc2Cl)cc1	18	3	i
CCOC(=O)c1c(-c2ccccc2)csc1NC(=O)c1ccc(N2C(=O)CCC2=O)cc1	27	34	i
O=C(CNC(=O)c1ccco1)OCC(=O)c1ccc([N+](=O)[O-])cc1	41*	-10	i
CCOC(CNC(=O)c1cccc([N+](=O)[O-])c1)OCC	20	-3	i
COc1ccccc1NS(=O)(=O)c1ccc(C(=O)NCc2ccc(S(N)(=O)=O)cc2)cc1	4	14	nt
O=C(CSc1nnc(COc2ccccc2)o1)Nc1ccc(F)cc1	12	-22	i
O=C(CN1C(=O)c2cccc3cccc(c23)C1=O)N1CCOCC1	104*	-17	i
CCCCn1c(N)c(N(CCOC)C(=O)COC(=O)CCOc2ccc(C)cc2)c(=O)[nH]c1=O	-7	1	nt
Cc1c(N=C2N=C(NC(=O)Nc3ccc(Cl)cc3)c3ccccc32)c(=O)n(-c2ccccc2)n1C	24	-29	i
CCOC(=O)C1CCN(C(=O)C2CCC(=O)N(CC3CCCCC3)C2)CC1 (centres undefined)	1	-7	i
Cn1c(=O)oc2cc(S(=O)(=O)N3CCCC(C(=O)N4CCc5ccccc5C4)C3)ccc21 (centres undefined)	14	-18	i
O=c1ccc2ccccc2o1	6	0	i
COc1cccc(-n2c(SCC#N)nnc2-c2cnccn2)c1	1	-2	i
COc1ccc2c(CCNC(=O)c3ccc([N+](=O)[O-])cc3)c[nH]c2c1	16	10	i
CC1CCN(CCOCCSc2ccc(Cl)cc2)CC1	17	-23	i
Cc1ccc(-c2nnc(SCC(=O)NC3CCCC3)n2N)cc1	6	-14	nt
O=C(CNC(=O)c1ccccc1)N/N=C/c1cn[nH]c1-c1ccccc1	11	-11	i
O=C1c2ccccc2NC(c2ccco2)N1/N=C/c1ccco1 (centres undefined)	31	-8	i
Cc1cccc(NC(=O)COC(=O)c2cc(C)oc2C)c1	14	-29	i
CCCCNC(=O)C1CC(=O)N(C2CCCCC2)C1 (centres undefined)	11	-9	i
NS(=O)(=O)c1ccc(NC(=O)NC2CC(=O)N(c3ccc4c(c3)OCCO4)C2)cc1 (centres undefined)	13	-7	i
CCOc1ccc([N+](=O)[O-])cc1CNC1CCCCCCC1	18	-22	i
O=C1/C(=C/c2ccco2)CCc2ccccc21	34	-1	i
Cc1ccccc1NS(=O)(=O)c1cc(C(=O)NCCC2=CCCCC2)ccc1Cl	18	-10	i
CC(C)(C)c1ccc(CCC2OCC(C[N+]3(C)CCOCC3)O2)cc1 (centres undefined)	1	-3	i
C#CCNC(=O)C1=C[C@@H](c2ccc(Br)cc2)C[C@@H](OCCCCO)O1	9	-20	i
CC(Oc1cc(C(F)(F)F)cc(C(F)(F)F)c1)C(=O)NC(N)=O (centres undefined)	5	-25	i
CCN(CC)CCN=C1CCCc2ccccc2N1	17	17	i
O=C1OC2CC3CC1CC(O)(C3)C2 (centres undefined)	-4	6	i
CCc1ccc(-n2c(=O)c3ccc(C(=O)NCCc4ccccc4)cc3n(CC(N)=O)c2=O)cc1	7	-8	i
CCn1cc(CN2CCCC(CNS(=O)(=O)c3cccc4cccnc34)C2)cn1 (centres undefined)	4	0	i
CCOC(=O)CSc1ccc(S(=O)(=O)N2CCCCC2)cc1[N+](=O)[O-]	15	-18	i
COC(=O)c1ccccc1NC(=O)c1cc(-c2ccc(O)cc2)on1	9	10	i
Cc1ccc(OCC(=O)NNC(=O)C2CCN(c3ncccn3)CC2)cc1	7	-20	i
CCOc1cc(CN2CCN(C(=O)c3ccco3)CC2)ccc1OC	18	-27	i
Cc1nc(-c2ccc(NC(=O)c3ccc(Br)o3)cc2)cs1	30	-17	i
Cc1ccc(NS(=O)(=O)N2CCOCC2)c(C)c1	5	-8	i

Part of the list above with just CHT PAM and OX1R antag-1:
| compound | CHT PAM | OX1R antag-1 |
| --- | --- | --- |
| CC(Oc1cc(C(F)(F)F)cc(C(F)(F)F)c1)C(=O)NC(N)=O (centres undefined) | i | 5 |
| CCN(CC)CCN=C1CCCc2ccccc2N1 | i | 17 |

Next structures:
SMILES	OX1R antag-1	OX1R antag-2	CHT PAM
COc1ccc(C(CNC(=O)COc2cccc(C(F)(F)F)c2)N2CCCC2)cc1 (centres undefined)	7	-21	nt
CC(C)(C)NC(=O)C(c1ccc(F)cc1)N(C(=O)CCC(=O)Nc1ccccn1)C1CCCC1 (centres undefined)	4	-54	i
COc1ccccc1C(=O)NC(=S)Nc1ccccc1N1CCCC1	45	-26	i
CCOc1cccc(CNc2ccc(O)cc2)c1OCc1ccc(Cl)cc1	8	-13	i
CCOC(=O)C1C(=O)N(O)CC1c1cccc(Oc2ccccc2)c1 (centres undefined)	8	-13	i
Cc1noc(/C=C/c2ccco2)c1S(=O)(=O)N1CCC(C(=O)NC(C)c2ccccc2)CC1 (centres undefined)	0	-16	i
COc1ccc(C)cc1NC(=O)c1ccc2c(SCC(=O)O)c3c(nc2c1)CCCC3	21	-25	i
CCc1cc2c(=O)n3c(nc2s1)-c1[nH]c2ccc(OC)cc2c1CC3	13	-13	i
Cc1cccnc1NC(=O)c1cccc(S(=O)(=O)N2CCN(c3ccc(F)cc3)CC2)c1	12	0	i
CCc1nnc(NC(=O)CCC(=O)NC2CC2)s1	-4	-4	i
C/C(=N\O)c1ccc2c3ccccc3n(C)c2c1	8	-8	i
CCn1c(SCC(=O)Nc2ccccc2N2CCOCC2)nnc1-c1ccccc1O	8	-12	i
COC(=O)CCC(=O)Nc1ccccc1C(=O)Nc1ccccc1	18	-6	i
Cc1cc2nnc(SCC(=O)NCc3cccs3)n2c(N)n1	13	-10	i
CCOC(=O)c1c(NC(=O)COc2ncnc3sccc23)sc2c1CCC2	20	-13	i
O=C(CNC1CCCCC1)Nc1cccc([N+](=O)[O-])c1	12	-31	i
